D1 ag = agonists of human D1 dopamine receptor; HEK293 T-REx D1 cells, calcium flux, agonist mode; P21728; 360,000 tested, 1% active; activation, % at 2 µM; AID 504660; note: 0% is about no effect
Target sequence (P21728 whole entry, looked up): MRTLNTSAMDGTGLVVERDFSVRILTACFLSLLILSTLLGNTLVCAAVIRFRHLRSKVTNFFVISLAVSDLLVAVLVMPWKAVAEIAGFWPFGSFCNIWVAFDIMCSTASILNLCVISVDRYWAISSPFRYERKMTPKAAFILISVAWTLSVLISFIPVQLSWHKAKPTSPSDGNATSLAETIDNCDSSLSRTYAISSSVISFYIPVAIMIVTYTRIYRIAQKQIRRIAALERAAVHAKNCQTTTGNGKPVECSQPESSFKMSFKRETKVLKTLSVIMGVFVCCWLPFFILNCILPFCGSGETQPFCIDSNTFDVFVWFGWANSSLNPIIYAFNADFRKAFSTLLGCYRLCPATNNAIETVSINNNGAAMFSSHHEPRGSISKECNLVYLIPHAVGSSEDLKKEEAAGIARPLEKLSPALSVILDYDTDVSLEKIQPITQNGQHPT
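Agonism was scored from calcium flux recorded over 180 s (1 read/s) after pintool compound addition, following a 10-cycle baseline. Cells were inducible force-coupled HEK293 TREx D1, plated overnight at 30 C and loaded with no-wash calcium dye.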
D2 agonist = agonists of human D2 dopamine receptor | HEK293 T-REx D2 cells, calcium flux agonist mode | activation, % at 2 µM | 340,000 tested, 0.53% active | AID 485358;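 active = activation over 3 SD above normal in the single-dose calcium agonist read, cut at about 30% in these data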; note: 0% is about no effect
Target sequence (P14416 whole entry, looked up): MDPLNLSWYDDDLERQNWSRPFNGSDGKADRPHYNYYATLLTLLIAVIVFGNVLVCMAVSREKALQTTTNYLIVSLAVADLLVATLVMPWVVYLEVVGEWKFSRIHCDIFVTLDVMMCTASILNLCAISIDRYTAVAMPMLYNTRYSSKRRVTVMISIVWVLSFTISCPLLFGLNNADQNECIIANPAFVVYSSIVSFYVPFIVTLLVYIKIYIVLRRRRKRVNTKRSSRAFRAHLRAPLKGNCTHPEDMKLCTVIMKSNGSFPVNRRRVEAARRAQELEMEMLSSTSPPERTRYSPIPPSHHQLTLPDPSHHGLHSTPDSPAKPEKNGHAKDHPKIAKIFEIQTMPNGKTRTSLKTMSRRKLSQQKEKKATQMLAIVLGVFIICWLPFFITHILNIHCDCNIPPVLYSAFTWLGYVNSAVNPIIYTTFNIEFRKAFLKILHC
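Agonism is scored from calcium flux in a force-coupled, inducible HEK293 cell line expressing D2, read kinetically for 180 s after compound addition against dopamine controls.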
D1 potentiator = human D1 dopamine receptor positive modulation; HEK293 TREx D1 cells, calcium flux, dopamine EC20 potentiation; 360,000 tested, 0.036% active; AID 504651; potentiation, % at 10 µM; P21728; in the data active = potentiation above about 30%; note: 0% is about no effect
TRHR agonist = activates the human TRH receptor; 360,000 tested, 0.18% active; TRHR cells, calcium flux fluo-8, FDSS agonist mode; activation, % at 2 µM; AID 493084; note: 0% is about no effect
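TRHR-expressing cells loaded with fluo-8 calcium dye; 23 nL library compound pin-transferred, kinetic FDSS fluorescence (Ex 480/Em 530) recorded about 180 s for agonist-induced calcium release, before a 10 nM TRH EC20 addition for potentiator mode.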
RXFP1 antag = blocks the human relaxin receptor RXFP1 | HEK293-RXFP1, relaxin-stimulated cAMP HTRF, 30 min; stronger effect = lower value | 350,000 tested, 0.59% active | activity change, negative = inhibition, % at 57.5 µM;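 active = activity change of -60% or lower, but not beyond a set lower limit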; note: % is set by controls: 0 for no effect and ±100 for the full control effect
D1 antagonist = antagonists of human D1 dopamine receptor; P21728; HEK293 TREx D1 cells, calcium flux, dopamine EC80; stronger effect = lower value; activity change, negative = inhibition, % at 10 µM; 360,000 tested, 3.2% active; AID 504652; in the data active = activity change below about -30%; note: % is set by controls: 0 for no effect and ±100 for the full control effect
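Tetracycline-induced HEK293 T-REx cells with force-coupled D1 receptor were loaded with a no-wash calcium dye. Compound was added after a 10 s baseline and read kinetically for 180 s; EC80 dopamine was then added and calcium flux followed another 180 s.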
D2 antag = antagonizes the human D2 dopamine receptor; P14416; HEK293 TREx D2 cells, calcium flux, dopamine EC80; inhibition, % at 10 µM; 340,000 tested, 2% active; AID 485344; in the data active = inhibition above about 30%; note: 0% is about no effect
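Overnight-induced (tetracycline, 30 C) HEK293 T-REx cells carrying force-coupled D2 receive a no-wash calcium dye, then compound, then EC80 dopamine at 180 s; signals are read kinetically throughout.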
D2 PAM = positive allosteric modulators of human D2 dopamine receptor | P14416 | HEK293 T-REx D2, calcium flux, EC20 dopamine potentiation | potentiation, % at 10 µM | 340,000 tested, 0.34% active | AID 485347;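 active = potentiation over 3 SD above the plate norm, cut at about 30% in these data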; note: 0% is about no effect
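Primary screen. Calcium kinetics in induced HEK293 T-REx D2 cells: compound pre-addition 180 s, EC20 dopamine, 180 s more.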
TRHR enhancer = allosteric enhancers of human TRH receptor; 360,000 tested, 0.66% active; P34981; TRHR cells, fluo-8 calcium fluorescence, EC20 TRH enhancement; enhancement, % at 2 µM; AID 493056; in the data active = enhancement above about 30%; note: 0% is about no effect
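TRHR-expressing cells loaded with fluo-8 calcium dye were read kinetically (ex 480/em 530) during compound addition, then stimulated with an EC20 of TRH (10 nM final). Enhancement of the Gq-mediated intracellular calcium response was scored.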
The depositor's hits bear a star; / = no result given; & = joins results of further samples. Cut-off read from the data, not from the text of the source, unless noted: active = activation above about 30%; inactive = the rest.

SMILES	D1 ag	D2 agonist	D1 potentiator	TRHR agonist	RXFP1 antag	D1 antagonist	D2 antag	D2 PAM	TRHR enhancer
COc1ccc(OC)c(-n2c(CN3CCC(C(N)=O)CC3)nc3ccccc3c2=O)c1	3	57*	-4	-0.3	10	3	5	-15	-4
O=C(NCc1ccccn1)Nc1ccc(F)cc1	4	0.8	9	0.1	1	-7	1	6	-10
CC1(C)Cc2c(sc3ncn4c(=S)[nH]nc4c23)CO1	0	/	3	0.0	-29	11	/	/	1
CC(C)NC(=O)CSc1nc(N)c(NC(=O)c2ccco2)c(=O)[nH]1	3	0.4	4	0.0	-33	11	-9	0	-3
CC1=NN(C(=O)CCCc2ccccc2)C(O)(C(F)(F)F)C1 (centres undefined)	3	0.5	-6	-0.2	-15	-33*	8	2	-5
CCCSc1nc(N)c2c3c(sc2n1)CN(C)CC3	0	3.4	-3	0.5	-6	9	-7	/	6
CC(=O)NC(CC(=O)O)c1ccc([N+](=O)[O-])cc1 (centres undefined)	1	0.0	-3	0.3	-8	4	7	19	2
CCCCOc1ccc(C(=O)Nc2ccc(N3CCN(C)CC3)cc2)cc1	11	0.1	-16	-0.5	-9	-73*	-2	1	1
Cc1ncc(CO)c(/C=N/NC(=O)c2ccccc2Br)c1O	1	1.6	-1	1.3	-12	-13	-7	-4	4
COC(=O)C(NC(=O)c1ccccc1)(Nc1nc(C)cs1)C(F)(F)F (centres undefined)	2	-0.5	2	-0.6	1	1	2	2	5
Nc1cc(=O)nc(SCC(=O)Nc2ccc(F)cc2)n1-c1ccc(Cl)cc1	-1	-0.1	0	0.2	-12	-6	/	23	-3
COc1ccccc1/C=C\C(=O)NCC(=O)N/N=C/c1ccc(O)cc1O	1	-1.6	11	-1.0	-29	5	77*	-21	-3
COc1ccc(CC(=O)N/N=C(\C)c2ccccn2)cc1	9	0.6	-4	0.9	-5	-21	-1	2	-2
O=C(c1ccc2c(c1)C(=O)N(CCCO)C2=O)c1ccc2c(c1)C(=O)N(CCCO)C2=O	1	-1.0	-4	0.6	-5	-5	0	6	-6
O=C(O)/C=C/C(=O)Nc1ccc(-n2nccc2C(F)(F)F)cc1	1	-0.1	1	0.1	-3	-12	3	-14	-10
O=C(NCCCN1CCOCC1)c1ccc(CSc2ccc(Cl)cc2)cc1	24	2.6	-14	-0.4	-31	-35*	3	-5	-2
COc1ccc(-n2c(=O)c3c4c(sc3n(CC(=O)NC3CCCC3)c2=O)CCCC4)c(OC)c1	2	/	-3	-0.1	5	-10	/	/	-4
CC(C)CCN1CCC(N)=NC1=O	8	/	-2	0.5	3	12	/	/	0
CCOC(=O)c1ccc(NC(=O)Nc2ccc3snnc3c2)cc1	29	-0.2	-4	1.9	/	-21	/	14	1
O=C(CNC(=O)c1ccco1)NCC(=O)OCc1cccc(Cl)c1	2	0.7	-1	0.3	0	-14	11	2	0
CCN1CCc2c(sc(-n3cccc3)c2C(C)NC(=O)Nc2ccc(C(=O)OC)cc2)C1 (centres undefined)	18	2.5	-3	4.9	-18	0	/	-9	13
COc1ccc(COC(=O)C2CCN(S(=O)(=O)c3ccc(C)cc3)CC2)cc1	12	1.7	-4	1.7	-9	1	4	-1	1
CCOc1ccc(C(=O)CCC(=O)NC(C)C(=O)OC)cc1 (centres undefined)	1	2.3	-3	0.2	-5	11	-3	10	1
NS(=O)(=O)c1cc(C(=O)OCC(=O)c2ccc3c(c2)OCCO3)ccc1Cl	4	0.6	-8	-0.1	-8	2	-9	-3	2
O=C(Nc1nnc(Cc2ccc(F)cc2)s1)Nc1ccccc1F	3	0.3	-4	1.1	9	-15	3	5	-3
O=C(CC1C(=O)NCCN1C(=O)c1ccc([N+](=O)[O-])cc1)Nc1ccc(F)cc1 (centres undefined)	3	-0.3	-2	0.2	6	6	3	0	-2
O=C(CSc1ccc(Cl)cc1)Nc1ccc(N2CCN(c3ccccc3)CC2)c(F)c1	2	0.8	7	0.8	-9	-2	6	4	7
O=C(Nc1nnc(-c2ccco2)s1)C1CC1	3	1.1	-5	0.1	4	24	12	-3	-5
Cc1nn(-c2ccccc2)c(C)c1/C=N/NC(=O)c1cc(-c2ccccc2)n[nH]1	1	-1.5	-11	-1.1	-2	-9	-19	-5	8
O=C(CC1CCCCC1)NCc1nc(-c2ccccc2)no1	1	-0.6	-2	-0.3	-4	-13	-9	-2	-3
C=CCOC(=O)/C(=C\c1ccc(OC)cc1)NC(=O)c1ccco1	1	0.9	1	0.8	5	-1	1	-4	4
O=C(COc1cccc2ccccc12)Nc1cc(Cl)ccc1C(=O)O	5	0.1	-8	0.1	-81*	-28	5	10	5
Cc1cc(C)c(S(=O)(=O)NCc2cccnc2)c(C)c1	7	-1.0	-3	-0.3	-6	-1	-2	0	-4
COc1ccc(CNC(=O)c2c(C)nc3ccccn23)cc1	11	0.9	-2	0.6	14	-19	-6	3	-5
Cc1cccc(N(C)C(=O)CCS(=O)(=O)c2ccc3c(c2)oc(=O)n3C)c1	2	-0.3	-3	0.5	-10	-5	/	2	7
Cc1coc(C)c1C(=O)CC1(O)C(=O)Nc2cc(Cl)cc(Cl)c21 (centres undefined)	7	-0.7	6	-0.3	-10	12	3	11	3

In another format: two of the compounds above.
| structure | D1 ag | D2 agonist | D1 potentiator | TRHR agonist | RXFP1 antag | D1 antagonist | D2 antag | D2 PAM | TRHR enhancer |
| --- | --- | --- | --- | --- | --- | --- | --- | --- | --- |
| COC(=O)C(NC(=O)c1ccccc1)(Nc1nc(C)cs1)C(F)(F)F (centres undefined) | 2 | -0.5 | 2 | -0.6 | 1 | 1 | 2 | 2 | 5 |
| CC1=NN(C(=O)CCCc2ccccc2)C(O)(C(F)(F)F)C1 (centres undefined) | 3 | 0.5 | -6 | -0.2 | -15 | -33* | 8 | 2 | -5 |

As a working copy, 6 of the compounds above:
SMILES	D1 ag	D2 agonist	D1 potentiator	TRHR agonist	RXFP1 antag	D1 antagonist	D2 antag	D2 PAM	TRHR enhancer
C=CCOC(=O)/C(=C\c1ccc(OC)cc1)NC(=O)c1ccco1	1	0.9	1	0.8	5	-1	1	-4	4
O=C(COc1cccc2ccccc12)Nc1cc(Cl)ccc1C(=O)O	5	0.1	-8	0.1	-81*	-28	5	10	5
Cc1cc(C)c(S(=O)(=O)NCc2cccnc2)c(C)c1	7	-1.0	-3	-0.3	-6	-1	-2	0	-4
COc1ccc(CNC(=O)c2c(C)nc3ccccn23)cc1	11	0.9	-2	0.6	14	-19	-6	3	-5
Cc1cccc(N(C)C(=O)CCS(=O)(=O)c2ccc3c(c2)oc(=O)n3C)c1	2	-0.3	-3	0.5	-10	-5	/	2	7
Cc1coc(C)c1C(=O)CC1(O)C(=O)Nc2cc(Cl)cc(Cl)c21 (centres undefined)	7	-0.7	6	-0.3	-10	12	3	11	3

Further results follow:
SMILES	D1 ag	D2 agonist	D1 potentiator	TRHR agonist	RXFP1 antag	D1 antagonist	D2 antag	D2 PAM	TRHR enhancer
O=C(NC1CCCCC1)c1cc(C(=O)c2ccccc2Br)c[nH]1	-1	-0.6	-4	-0.1	-3	1	-14	3	5
Cc1ccc2nc(Nc3ncc4c(n3)CC(C)(C)CC4=O)nc(C)c2c1	4	-0.4	0	0.9	-8	4	7	-1	27
Cc1nn2c(N3CCN(C(=O)c4ccco4)CC3)cc(C(C)(C)C)nc2c1-c1ccccc1	2	-0.3	-1	-0.6	-6	10	2	-1	-1
COCCCNC(=O)CN(c1cc(Cl)ccc1OC)S(C)(=O)=O	4	-0.1	7	-0.1	-25	-7	-2	3	3
COc1cc2c(cc1OC)CN(C(=O)Cc1ccc(OC)c(S(=O)(=O)N3CCOCC3)c1)CC2	0	-0.1	-8	0.2	5	4	13	-9	2
Cn1c(=O)[nH]c(=O)c2c1nc(CN1CCN(c3cccc(Cl)c3)CC1)n2CCCc1ccccc1	2	-0.6	-8	-0.5	/	-31*	13	-2	-15
Cc1ccc(OCC(=O)NNC(=S)NC(=O)C2CCCCC2)c(C)c1	47*	10	-2	3.7	3	-7	19	-2	-3
CCOc1ccc(NC(=O)CCSc2ccc3ccccc3n2)cc1	2	-1.2	-3	-0.7	-2	7	14	3	4
OCCC#Cc1ccc(CN2CCN(CCc3ccccc3)C(CCO)C2)cc1 (centres undefined)	1	0.7	-2	1.8	9	-27	1	1	-4
O=C(CN1CCN(c2ccc(F)cc2)CC1)Nc1ccc(-n2cnnn2)cc1	2	4.8	-6	0.4	25	-2	1	-1	-8
Cc1csc(NC(=O)C2CCCN2C(=O)OCC(C)C)n1 (centres undefined)	3	1.5	-3	0.3	-13	11	-13	0	2
Cc1ccc(C2CC(=O)NC(SCc3ccccc3)=C2C#N)cc1 (centres undefined)	7	0.2	-8	-0.8	-16	28	8	-6	2
O=C(Oc1cccc(C(=O)N2CCOCC2)c1)c1ccc(Br)cc1	5	-0.7	-3	-0.4	17	2	-12	-4	5
COc1cc(NC(=O)c2csc(-c3ccncc3)n2)cc(C(=O)Nc2cccc(C(F)(F)F)c2)c1	0	0.1	-3	1.3	-1	7	0	2	3
COc1ccccc1NC(=O)C1=C(C)Nc2nnnn2C1c1cc(Br)c(O)c(OC)c1 (centres undefined)	3	1.0	-5	1.2	-16	6	/	-9	2
Cc1cccc(N2CCN(C(c3ccccc3)c3nnnn3C(C)(C)C)CC2)c1C (centres undefined)	-3	0.0	-8	0.3	14	3	8	-1	-5
O=C(CSc1ncccn1)N1CCc2ccccc2C1	2	-1.4	3	0.0	-8	-2	-3	2	-8
COc1ccc(Cl)cc1CN1C(=O)NC2(CCCCCC2)C1=O	15	-2.2	4	-1.6	-26	10	12	1	-1
CCOC(=O)c1sc2c(c1C)c(=O)n(CCO)c(=O)n2Cc1ccccc1	0	-0.5	-5	-0.4	1	11	12	-1	-2
COc1cc(NC(=O)CCS(=O)(=O)c2ccc3c(c2)n(C)c(=O)c(=O)n3C)cc(OC)c1	4&6	-0.4&-1.1	4&0	-0.6&-0.9	4&8	10&-10	-11	7&15	2&-3
CN(C(=O)c1cnc(N2CCN(c3ncccn3)CC2)c2ccccc12)c1ccc(Cl)cc1	0	1.0	-5	-1.4	-1	-20	20	4	-4
Cc1ccc(CN2CCN(CC(=O)Nc3ccc(C)c(C)c3)S2(=O)=O)cc1	9	-0.3	-3	0.5	-20	-27	/	-1	2
N=c1sccn1CC(=O)NCCc1ccc(Cl)cc1Cl	0	-0.3	-1	-0.7	3	/	39*	-9	1
CCNC(=O)NS(=O)(=O)c1cnccc1Nc1cccc(Cl)c1	3	7.1	1	0.1	21	4	-27	1	11
CCN1CCN(CCNC(=O)c2ccc3c(c2)NC(=O)/C(=C\c2ccc(OC)c(OC)c2)S3)CC1	2	2.0	7	0.4	-1	-6	-3	-4	-2
c1ccc(C2Nc3ccccc3-c3nc4ccccc4n32)nc1 (centres undefined)	1	-0.9	3	-0.6	10	-5	18	16	8
COc1ccc(S(=O)(=O)N2CCc3ccccc32)cc1C(=O)OCc1c(C)noc1C	23	0.1	-2	-0.4	4	-15	-18	11	7
Cc1ccc(S(=O)(=O)N2CCC(Oc3ccc(-n4cnnn4)cc3)CC2)cc1	5&2	0.6	-2&-2	0.6&2.1	-27&-12	-1&-19	8	10&1	8&-8
Cc1ccc(S(=O)(=O)N2CCOCC2)cc1C(=O)NC1CCCC(C)C1C (centres undefined)	2	-0.4	-3	-0.5	6	10	-4	6	-3
Cc1ccc(NC(=O)CCN2CCC(C(N)=O)CC2)cc1	0	-0.1	-5	0.1	5	4	-5	4	0

Assay outcomes from PubChem BioAssay.
